miR122 inh – blocks miR-122 activity in Huh7 sensor cells. Huh7 miR-122 Renilla luciferase sensor, 48 h; neutral wells = 0, positive control = 100. activation (reporter increase), % at 12.5 µM. hit rate 0.3% among 340,000. AID 602342;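 active = mean replicate activation score at least 90 and every replicate individually at or above 90; inconclusive = only one of the two criteria met; inactive = neither criterion met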;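 also: higher luciferase means less miR-122 activity so hits act as miR-122 inhibitors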
* = called active by the depositor; ? = inconclusive.

#	canonical_smiles	miR122 inh
1	CCCc1c(O)nc(SCc2ccccc2)[nH]c1=O	-7.0
2	CCOc1ccc(C(=O)OCCCN(C)C)cc1	-1.1
3	Nc1ccc(S(=O)(=O)c2ccc(Cl)cc2)cc1	3.6
4	O=C(COc1ccc2ccc(=O)oc2c1)Nc1ccc2c(c1)OCCO2	-13.7
5	Cc1noc(C)c1S(=O)(=O)N1CCCC(C(=O)Nc2cccnc2)C1 (configuration not stated)	1.3
6	CCCCCCCCOC(=O)CCn1[nH]c(=O)c2ccccc2c1=O	-2.3
7	COc1cc(OC)c(NC(=O)CCc2ccccc2)cc1Cl	5.1
8	CCc1cccc(CC)c1NC(=O)C1CN(S(=O)(=O)c2ccccc2)CCN1S(=O)(=O)c1ccccc1 (configuration not stated)	16.4
9	Cc1ccc(Cn2nc(C)c(NC(=O)C3(C)CC3(Br)Br)c2C)cc1 (configuration not stated)	-6.6
10	COc1ccc(S(=O)(=O)N[C@H](C(=O)N2CC[C@@]3(O)CCCC[C@H]3C2)c2ccccc2)cc1	0.6
11	O=C(Nc1nnc(-c2ccco2)s1)C1CCCCC1	-4.5
12	Cc1nn(CC(=O)NCc2cccc3ccccc23)c(=O)c2ccccc12	-3.3

(more compounds)
#	canonical_smiles	miR122 inh
13	CCOC(=O)C1C(=O)CC(C)(O)C(C(=O)OCC)C1c1ccc(OC)cc1 (configuration not stated)	-6.0
14	O=C(CCCn1cnc([N+](=O)[O-])n1)Nc1ccc(Cl)c(Cl)c1	-3.2
15	COCCCn1c(SCC(=O)NC2CCCCC2)nnc1-c1ccncc1	-1.8
16	NC(=O)C1(N2CCCCC2)CCN(C2CC(=O)N(CCc3ccccc3)C2=O)CC1 (configuration not stated)	1.5
17	COc1ccc(/C=N/N=C2/NC(=O)C(CC(=O)O)S2)cc1OCc1ccc(Cl)cc1 (configuration not stated)	-3.6
18	CN(C)c1ccc(-n2cc3c(=O)n(C)c(=O)n(C)c3c2)cc1	6.5
19	Cc1ccc(-c2csc3ncnc(N4CCN(S(=O)(=O)c5cccs5)CC4)c23)cc1	-14.3
20	CC(/C=C/c1ccccc1)=N/NC(=O)c1cnccn1	-6.6
21	Cc1ccc(N=C2SCCCN2C(=O)c2ccco2)cc1Cl	4.8
22	COc1ccc(Nc2nc(-c3ccccc3)cs2)cc1	2.2
23	Cc1nc(SCC(=O)NCCc2ccccc2)nc(C)c1C	-0.2
24	Cc1ccc(Cl)cc1N1CCN(S(=O)(=O)c2cccc(S(=O)(=O)N3CCCC3)c2)CC1	1.3

Retrieved by structure from the list above:
#	canonical_smiles	miR122 inh
13	CCOC(=O)C1C(=O)CC(C)(O)C(C(=O)OCC)C1c1ccc(OC)cc1 (configuration not stated)	-6.0
16	NC(=O)C1(N2CCCCC2)CCN(C2CC(=O)N(CCc3ccccc3)C2=O)CC1 (configuration not stated)	1.5
21	Cc1ccc(N=C2SCCCN2C(=O)c2ccco2)cc1Cl	4.8
15	COCCCn1c(SCC(=O)NC2CCCCC2)nnc1-c1ccncc1	-1.8
22	COc1ccc(Nc2nc(-c3ccccc3)cs2)cc1	2.2
24	Cc1ccc(Cl)cc1N1CCN(S(=O)(=O)c2cccc(S(=O)(=O)N3CCCC3)c2)CC1	1.3
19	Cc1ccc(-c2csc3ncnc(N4CCN(S(=O)(=O)c5cccs5)CC4)c23)cc1	-14.3

The listing continues:
#	canonical_smiles	miR122 inh
25	C=CCn1c(SCC(=O)c2ccc(OC)cc2)nnc1-c1cc2cccc(OC)c2o1	4.9
26	COc1ccc(S(=O)(=O)Nc2ccc(C)cc2)cc1OC	86.1
27	CCOC(=O)C1CCCC(NS(=O)(=O)c2ccc(NC(C)=O)cc2)C1 (configuration not stated)	7.6
28	Cn1c(SCc2ccc(Cl)cc2Cl)nc(C(F)(F)F)cc1=O	-4.0
29	CCOc1cc(/C=N/O)cc(Br)c1OC	-0.5
30	CC[n+]1c(/C=C2/C=C(C)CC(C)(C)C2)sc2ccc(OC)cc21	-2.0
31	COc1ccc(C(CCN2CCCC(C)C2)c2c(OC)cc(OC)c3c2OC(=O)CC3c2cc(OC)c(OC)c(OC)c2)cc1 (configuration not stated)	-4.5
32	COc1ccc2c(c1)C(=NO)c1cc(OC)ccc1-2	7.0
33	CCn1c(C(O)c2ccc3c(c2)OCO3)nc2ccccc21 (configuration not stated)	-9.5
34	CCOC(=O)c1ccc(OCc2c(C)noc2C)cc1	-2.6
35	CCn1c(SCc2nc3ccccc3s2)nnc1-c1ccccc1	7.6
36	OC(COC(c1ccc(Cl)cc1)c1ccc(Cl)cc1)CN1CCCC1 (configuration not stated)	?

New compounds follow:
#	canonical_smiles	miR122 inh
37	COc1ccc(-n2c(NC(=O)c3ccco3)c(C#N)c3nc4ccccc4nc32)cc1	-0.5
38	CCOc1ccc(C(C)C)cc1S(=O)(=O)n1nc(C)cc1C	10.2
39	CC(C)(C)NS(=O)(=O)c1ccc(CCC(=O)Nc2cc(Cl)ccc2Oc2ccccc2)cc1	8.3
40	CCc1ccc(NC(=O)CSc2nnc(CNC(=O)c3c(F)cccc3Cl)o2)cc1	-7.5
41	CCCCC1=NN2C(=N)CC(=O)N=C2S1	-0.7
42	COc1cccc(C2Nc3c(F)cc(Br)cc3C3C=CCC32)c1OC (configuration not stated)	-0.4
43	COc1ccc(C(=O)/C(=C/c2cccs2)c2nc3ccccc3o2)cc1	-2.4
44	COc1ccc(OC)c(S(=O)(=O)N(C)CC(=O)N2CCN(c3ccccc3F)CC2)c1	-5.8
45	O=C(O)c1cc2cc(Cl)cc(Cl)c2oc1=O	0.6
46	CCOC(=O)C1=C(C)NC(C)=C(C(=O)OCC)C1C(=O)O	-5.7
47	CC1CCc2c(C(=O)Nc3nccs3)csc2C1 (configuration not stated)	-4.5
48	COc1cccc(OC)c1OCCCc1c(C)n[nH]c1C	4.2

The list continues:
#	canonical_smiles	miR122 inh
49	Cc1cccc(C)c1N1CCc2cn[nH]c21	-7.8
50	CC(=O)N1CCc2cc(NS(=O)(=O)c3cccs3)ccc21	7.3
51	CNC(=O)c1ccc(CNC(=O)OCC(F)(F)F)cc1	-4.2
52	COC(=O)c1c(C(=O)OC)c2cccc3cc(-c4ccccc4)c4ccc1c4n32	6.0
53	COCCNC(=O)c1cc2c3ccccc3n(C)c2s1	13.3
54	COc1ccc(C(=O)Nc2oc(-c3ccccc3)c(-c3ccccc3)c2C#N)cc1OC	-7.0
55	O=C(Nc1cc(S(=O)(=O)N2CCOCC2)ccc1N1CCCC1)c1cnccn1	4.4
56	Cc1ccc(CNC(=O)CCS(=O)(=O)c2ccc(Cl)cc2)cc1	-0.4
57	CCOC(=O)c1ccc(NC(=O)C2(c3ccc(Cl)cc3)CCCC2)cc1	12.6
58	CN(C(=O)COc1nnc(-c2cccs2)c(-c2cccs2)n1)c1ccccc1	-1.2
59	CCOC(=O)C(NC(=O)c1ccccc1)(Nc1cc(C)on1)C(F)(F)F (configuration not stated)	-1.8
60	N#CCSCC(=O)Nc1ccc(F)cc1	5.3

(next part)
#	canonical_smiles	miR122 inh
61	COc1cccc(C(C(=O)NC2CCCC2)N(Cc2ccco2)C(=O)c2ccco2)c1OC (configuration not stated)	8.4
62	Nc1cc(N)nc(SCCOc2ccccc2)n1	-2.8
63	Cc1cc(C)n(C(=O)CCNC(=O)c2ccccc2Cl)n1	-3.3
64	O=C(CCS(=O)(=O)Cc1ccccc1)NCC1CCCO1 (configuration not stated)	-2.5
65	COc1cccc(-c2nc3ccccc3c(=O)o2)c1	24.1
66	CCCn1c(SCC(=O)NCCc2ccccc2)nnc1-c1cccnc1	4.7
67	CCOC(=O)C1CCN(C(=O)c2cc3c(-c4ccc(OC)c(OC)c4)nn(C)c3s2)CC1	-9.8
68	COc1ccc(NC(=O)Cn2nnc(C(=O)NCc3ccco3)c2N)c(OC)c1	-16.5
69	O=C(Cc1ccccc1)NC1CCN(S(=O)(=O)c2ccc(C(=O)O)cc2)CC1	-5.4
70	N=C1c2ccccc2CN1NC(=O)c1cccc(S(=O)(=O)N2CCOCC2)c1	-7.4
71	NC(=O)c1oc2ccc(Cl)cc2c1N	-6.9
72	COc1ccc(C)cc1NC(=O)c1ccc(NC(=O)CC2SC(N3CCCC3)=NC2=O)cc1 (configuration not stated)	-1.1

(next part)
#	canonical_smiles	miR122 inh
73	CCC(SC1=N/C(=C/c2ccccc2OC)C(=O)N1c1ccccc1)C(=O)Nc1cc(C)on1 (configuration not stated)	15.2
74	CCOc1cc(NC(=S)Nc2ccccc2)c(OCC)cc1NC(=O)c1ccccc1	-4.9
75	CC(C)(C)NC(=O)COC(=O)c1snc(C(=O)NC2CCCCC2)c1N	-12.7
76	Cc1ccc(C)n1-c1ncn[nH]1	4.4
77	Cn1c(=O)c([N+](=O)[O-])c(NCc2ccccc2)c2ccccc21	2.1
78	CCOC(=O)N=S(N)(=O)c1ccc(Cl)cc1 (configuration not stated)	-4.5
79	COc1ccc(/C=N/n2c(SC)nnc(C(C)(C)C)c2=O)cc1OC	4.0
80	CC1CCCCN1C(=O)CSc1nnc(-c2c[nH]c3ccccc23)o1 (configuration not stated)	2.4
81	CCOc1ccc2c(c1)cc(CN(C(=O)CC)C1CCCCC1)c1nnnn12	-3.3
82	COc1ccccc1-c1cc(C(=O)Nc2ccc(F)cc2F)no1	-4.1
83	COc1ccccc1NC(=O)CSc1nc(N)cc(N)n1	3.1
84	COC(=O)c1ccc(-n2nnnc2SCc2nn[nH]n2)cc1	2.6

Next part
#	canonical_smiles	miR122 inh
85	Cc1cc(C)n(CC(O)Cn2c3ccccc3c3ccccc32)c(=O)n1 (configuration not stated)	11.8
86	O=C(NCCc1ccccc1Cl)C1CCN(S(=O)(=O)c2cccs2)CC1	-2.5
87	O=c1cc(NCc2ccc3c(c2)OCO3)[nH]c(=O)n1-c1ccc(Cl)cc1	-5.3
88	CC(=O)Nc1ccc(S(=O)(=O)Nc2nc3c(s2)CCCC3)cc1	18.6
89	CCn1c(SCc2ccc(C)cc2)nnc1C1CCN(S(=O)(=O)c2ccc(OC)cc2)CC1	-12.9
90	CCn1nnnc1NCc1ccc(N2CCCC2)cc1	-7.0
91	C/C(N)=C(/C#N)C(=O)COC(=O)c1ccc(C)c(S(=O)(=O)N2CCCCC2)c1	22.8
92	Cc1nn(C)cc1C(=O)NNC(=S)Nc1ccc(Cl)cc1	-5.2
93	CCOC(=O)Cn1cncc1-c1ccc([N+](=O)[O-])cc1	-0.2
94	N#Cc1c(NC(=O)CN2C(=O)c3ccccc3C2=O)oc(-c2ccccc2)c1-c1ccccc1	-2.5
95	Cc1ccc(CC(=O)Nc2nc3ccccc3s2)cc1	0.3
96	CN(Cc1ccco1)S(=O)(=O)c1nnc(NC(=O)c2ccccc2)s1	16.6

Following part.
#	canonical_smiles	miR122 inh
97	O=C(CN(Cc1ccco1)C(=O)CNS(=O)(=O)c1ccccc1)NCc1ccccc1	-3.6
98	Cc1ccc(S(=O)(=O)NC(C(=O)Oc2ccc3c(C)c(Cl)c(=O)oc3c2)c2ccccc2)cc1 (configuration not stated)	-1.1
99	COc1ccccc1N1CCN(C(=O)c2cccc(N3C(=O)NC4CC3(C)Oc3ccccc34)c2)CC1 (configuration not stated)	3.8
100	O=c1nc(-c2ccccc2)cc(-c2ccccc2)[nH]1	8.0
101	CC1(C)Oc2cc(N)c([N+](=O)[O-])cc2O1	-4.1
102	Cc1ccc(C(=O)N2CCN(S(C)(=O)=O)C2)cc1	4.8
103	CN(C)CCNC(=O)CNC(=S)N(Cc1ccccc1)Cc1cccnc1	-3.4
104	C=CCn1c(C)cc(C(=O)COc2ncnc3sccc23)c1C	0.5
105	CC(C)n1cnc2c(Nc3cccc(Cl)c3)nc(N(CCO)CCCO)nc21	-6.0
106	C=CCn1c(C)cc(C(=O)COC(=O)COc2ccccc2C#N)c1C	-4.1
107	CCn1ccc(C(=O)Nc2ccc(N(C)C(C)=O)cc2)n1	-0.4
108	Cc1cc(N2CCN(c3ccc(F)cc3)CC2)nc(-c2ccccc2)n1	-3.2

Continued:
#	canonical_smiles	miR122 inh
109	CCOc1ccccc1C(=O)Nc1cc(OC)ccc1OC	0.7
110	CCOC(=O)CSc1nnc(CSc2nc3ccccc3c(=O)[nH]2)n1-c1ccccc1	1.3
111	Cc1ccc(C)c(S(=O)(=O)N2CCN(C(=O)c3cnccn3)CC2)c1	0.0
112	COc1ccccc1N(C(C)=O)C1SC(=O)N(c2ccccc2)C1=O (configuration not stated)	-4.4
113	CCNC(=O)N1C(CC(=O)OCC)C(=O)NC2CCCCC21 (configuration not stated)	-2.0
114	CN(Cc1nc2ccccc2n1C)S(=O)(=O)c1ccc(F)cc1	-4.5
115	c1ccc(C2C3=C(Nc4ncnn42)c2ccccc2CCC3)cc1 (configuration not stated)	0.9
116	CCOC(=O)COc1c(Cl)cc(C2NC(=S)NC(c3ccccc3)=C2C(C)=O)cc1OCC (configuration not stated)	-1.7
117	COc1ccc(NC(=O)CSc2nnc(NC(=O)c3ccc(S(=O)(=O)N4CCOCC4)cc3)s2)cc1	-18.6
118	Cc1cccc(OCc2nc(C#N)c(NCc3ccc4c(c3)OCO4)o2)c1	8.0
119	CCOc1cc(/C=N/N=C(\N)c2nonc2N)cc(Br)c1OCc1cccc2ccccc12	7.5
120	CC(C)CC(c1nnnn1C(C)C)N1CCN(c2cccc(Cl)c2)CC1 (configuration not stated)	7.1

Later entries:
#	canonical_smiles	miR122 inh
121	COC(=O)c1cc(Br)c(=O)n(Cc2cccnc2)c1	4.3
122	Cc1ccccc1NC(=O)Cn1cnc2c(oc3ccccc32)c1=O	7.4
123	CCN(CC)C(=O)Oc1cc(=O)n(C)c2ccccc12	3.0
124	CC(C)OC(=O)CSc1nnnn1-c1ccc2c(c1)OCCO2	-1.0
125	Cc1ccc(-n2nc3c(=O)n(CC(=O)NC(C)CCc4ccccc4)nc(C)c3c2C)cc1 (configuration not stated)	-5.2
126	COc1ccc(NC(=O)CSc2nc3c(c(=O)n2-c2ccc(F)cc2)SCC3)c(OC)c1	-3.8
127	COC(=O)CN(c1ccc(OC)c(OC)c1)S(C)(=O)=O	9.6
128	CCc1ccc(-n2c(Cn3nc(C(F)(F)F)cc3C)n[nH]c2=S)cc1	0.7
129	CC1(C)Cc2c(sc3[nH]c(=S)n(Cc4ccco4)c(=O)c23)CO1	0.4

Compound activity: PubChem, Broad Institute

This is a subset (hit frequency here may not be typical).
